Screening data from PubChem.
Mtb BioA inh: inhibitors of Mycobacterium tuberculosis BioA enzyme; 360,000 compounds, 0.096% hits; purified M. tuberculosis BioA enzyme, plate reader; inhibition, % at 9.99 µM; in the data active means inhibition above about 40%
Y pestis TopoI: Y. pestis Topo-I inhibition via cleavage products; Y. pestis Topo-I cleavage product accumulation, plate reader; activity, % at 10 µM; 360,000 compounds, 0.064% hits; AID 504884; in the data active means activity above about 50%, passing the limit was not always enough; further: inactives centre near 2
FBA Mtb inh: Mtb fructose-bisphosphate aldolase inhibition; purified M. tuberculosis FBA, fluorescence read-out; AID 588726; inhibition, % at 1 µM; 360,000 compounds, 2.3% hits; in the data active means inhibition above about 27%;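 further: 0% = vehicle and 100% = reference inhibitor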
TcdB GH inh: TcdB glycohydrolase inhibition; 350,000 compounds, 0.24% hits; P18177; TcdB glycohydrolase enzymatic assay, plate reader; inhibition, % at 9.99 µM; in the data active means inhibition above about 10%
Target sequence (P18177 whole entry, looked up): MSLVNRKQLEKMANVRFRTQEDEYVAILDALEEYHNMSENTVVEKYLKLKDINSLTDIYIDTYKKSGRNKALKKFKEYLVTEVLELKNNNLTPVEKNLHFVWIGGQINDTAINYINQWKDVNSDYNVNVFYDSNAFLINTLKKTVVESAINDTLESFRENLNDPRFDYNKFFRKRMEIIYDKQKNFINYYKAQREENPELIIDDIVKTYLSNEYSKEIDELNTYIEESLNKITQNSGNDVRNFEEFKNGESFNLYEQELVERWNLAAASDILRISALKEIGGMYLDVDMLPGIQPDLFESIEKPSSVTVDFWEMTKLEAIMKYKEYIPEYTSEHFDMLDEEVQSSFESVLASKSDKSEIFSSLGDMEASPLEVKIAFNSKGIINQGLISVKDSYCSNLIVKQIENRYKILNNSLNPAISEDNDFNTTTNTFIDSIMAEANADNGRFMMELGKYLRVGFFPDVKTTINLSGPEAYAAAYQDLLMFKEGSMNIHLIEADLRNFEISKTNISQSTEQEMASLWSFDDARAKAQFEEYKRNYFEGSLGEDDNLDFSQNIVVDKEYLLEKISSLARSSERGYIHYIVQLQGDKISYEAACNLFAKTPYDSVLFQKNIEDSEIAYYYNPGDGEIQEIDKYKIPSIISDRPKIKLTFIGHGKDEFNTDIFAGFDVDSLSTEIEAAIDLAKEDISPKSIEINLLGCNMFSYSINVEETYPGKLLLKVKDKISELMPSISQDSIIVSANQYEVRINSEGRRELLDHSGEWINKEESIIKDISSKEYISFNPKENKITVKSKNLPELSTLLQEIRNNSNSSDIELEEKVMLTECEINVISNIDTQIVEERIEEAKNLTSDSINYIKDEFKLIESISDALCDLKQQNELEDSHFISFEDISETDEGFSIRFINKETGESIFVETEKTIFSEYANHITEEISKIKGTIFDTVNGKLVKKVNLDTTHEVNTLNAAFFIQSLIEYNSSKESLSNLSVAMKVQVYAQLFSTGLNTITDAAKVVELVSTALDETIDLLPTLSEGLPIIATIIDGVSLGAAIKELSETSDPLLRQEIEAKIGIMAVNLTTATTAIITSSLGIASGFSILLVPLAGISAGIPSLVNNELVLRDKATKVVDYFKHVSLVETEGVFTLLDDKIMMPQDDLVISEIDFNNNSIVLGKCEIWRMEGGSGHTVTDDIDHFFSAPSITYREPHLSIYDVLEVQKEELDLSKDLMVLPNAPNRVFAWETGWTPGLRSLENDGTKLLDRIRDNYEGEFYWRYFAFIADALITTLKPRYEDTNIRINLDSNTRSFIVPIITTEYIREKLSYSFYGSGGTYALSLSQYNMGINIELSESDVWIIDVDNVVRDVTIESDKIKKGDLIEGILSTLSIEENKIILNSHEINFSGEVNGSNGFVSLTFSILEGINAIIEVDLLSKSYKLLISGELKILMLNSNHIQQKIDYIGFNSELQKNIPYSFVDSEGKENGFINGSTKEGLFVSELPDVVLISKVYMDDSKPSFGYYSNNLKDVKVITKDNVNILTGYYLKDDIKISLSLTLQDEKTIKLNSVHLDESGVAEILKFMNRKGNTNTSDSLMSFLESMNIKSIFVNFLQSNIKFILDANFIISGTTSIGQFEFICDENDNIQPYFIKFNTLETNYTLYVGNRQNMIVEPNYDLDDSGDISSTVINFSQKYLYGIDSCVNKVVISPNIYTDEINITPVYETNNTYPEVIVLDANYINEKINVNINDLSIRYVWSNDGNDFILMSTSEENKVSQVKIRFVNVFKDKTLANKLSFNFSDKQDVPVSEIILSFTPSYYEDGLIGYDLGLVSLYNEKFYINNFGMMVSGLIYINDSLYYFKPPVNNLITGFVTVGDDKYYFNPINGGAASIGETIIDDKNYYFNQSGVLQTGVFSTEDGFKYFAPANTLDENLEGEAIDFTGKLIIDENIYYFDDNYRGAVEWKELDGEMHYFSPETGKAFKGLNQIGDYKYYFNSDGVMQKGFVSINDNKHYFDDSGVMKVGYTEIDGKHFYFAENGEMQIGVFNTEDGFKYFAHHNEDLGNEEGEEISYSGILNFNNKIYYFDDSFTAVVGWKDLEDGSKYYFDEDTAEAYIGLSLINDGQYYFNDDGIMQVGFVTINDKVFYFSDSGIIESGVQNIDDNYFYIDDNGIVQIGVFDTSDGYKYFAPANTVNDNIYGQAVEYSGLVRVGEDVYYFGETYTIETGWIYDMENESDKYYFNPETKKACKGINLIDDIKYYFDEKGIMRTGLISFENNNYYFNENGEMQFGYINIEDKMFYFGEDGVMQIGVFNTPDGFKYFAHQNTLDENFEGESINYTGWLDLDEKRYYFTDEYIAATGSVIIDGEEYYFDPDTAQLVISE
FadD28 binding: blocks FadD28 binding to the bisubstrate probe | fluorescence polarization | inhibition, % at 12.5 µM | 360,000 compounds, 0.22% hits | AID 588549; in the data active means inhibition above about 8.5%, passing the limit was not always enough
GDH-TPI counter: GDH-TPI coupled enzyme inhibition counter-screen; inhibition, % at 4.8 µM; AID 588335; 360,000 compounds, 1.2% hits; GDH-TPI coupled enzyme counterscreen, NADH absorbance; in the data active means inhibition above about 30%;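 further: 0% = DMSO wells and 100% = wells lacking the enzyme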
Mtb UGM inh: inhibitors of M. tuberculosis UDP-galactopyranose mutase; purified UGM, fluorescence polarization probe displacement; AID 504406; inhibition, % at 10 µM; 320,000 compounds, 0.06% hits; in the data active means inhibition above about 10%, passing the limit was not always enough
BH1578 lux ind: inducers of Vibrio cholerae quorum light production without autoinducers | V. cholerae BH1578 lux reporter, luminescence, 6 h | 350,000 compounds, 0.16% hits | activation, % at 18.7 µM; in the data active means activation mostly above about 9.7%, no sharp cut-off; further: not every result past the cut was called active; inactives centre near 0; reference of the scale not given here
PfHsp40 rescue: rescue of PfHsp40-mediated yeast toxicity; S. cerevisiae expressing PfHsp40, growth rescue, ATP luminescence; AID 504582; growth rescue, % at 12.5 µM; 340,000 compounds, 0.68% hits; in the data active means growth rescue above about 28%, passing the limit was not always enough;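 further: yeast W303a lacking pdr1 and pdr3 grown in galactose medium; growth measured after three days at 30 °C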
Active calls of the source: *; i = inactive; / = not tested or not shown. Hits appear at their usual frequency. About 4.6% of those tested had a hit in this group.

Results follow in this order: Mtb BioA inh, Y pestis TopoI, FBA Mtb inh, TcdB GH inh, FadD28 binding, GDH-TPI counter, Mtb UGM inh, BH1578 lux ind, PfHsp40 rescue
- COc1ccc(-n2nc3cc(C)c(N)c(Br)c3n2)cc1
 : -0.6, -11.9, 16.6, /, -0.3, 29.1, 1.6, -0.7, 0.9
- Cc1ccccc1S(=O)(=O)NC(=O)C1(C)CCN1C(=O)C1(c2ccc(Cl)cc2)CCC1 (stereo unspecified)
 : -0.1, 16.8, 0.3, -0.9, -0.1, 3.6, /, -0.4, /
- CC(=O)Nc1cc2c(cc1Cl)-c1ccc(F)cc1C2O (stereo unspecified)
 : -0.8, -1.9, -0.7, -9.1, -1.0, 3.2, /, i, -0.2
- COc1ccc(N2CCN(C(=O)c3ccc(NS(=O)(=O)c4cccc(F)c4)cc3)CC2)cc1
 : /, -13.4, 3.0, /, 1.1, 21.3, 3.1, -0.9, 0.8
- Cc1cccc(C2=NN(c3ccccc3)[C@H](CO)[C@H]2c2ccc(Cl)cc2)c1
 : -1.6, -3.8, 55.0*, 0.9, -2.4, -4.2, /, i, -0.5
- Cc1ccc(/C=N\NC(=O)c2cc([N+](=O)[O-])cc([N+](=O)[O-])c2)o1
 : -0.6, -5.6, 2.8, /, -1.5, 22.9, /, -0.5, 0.3
- CCOC(=O)N1CCN(CC(O)COc2ccccc2C(C)(C)C)CC1 (stereo unspecified)
 : /, 10.1, -0.2, -0.8, -3.0, -2.9, -0.7, -0.4, -0.8
- CCCc1cc(=O)[nH]c(SCC(=O)N2c3ccccc3CC2C)n1 (stereo unspecified)
 : -1.0, 0.3, -1.5, 0.3, -17.5, -2.1, 3.5, i, -0.9
- COc1ccc(/C=N/NC(=O)c2ccn[nH]2)cc1CSc1ccccn1
 : 1.6, 8.6, -1.8, 0.9, -9.8, 17.7, 1.7, -0.5, 0.1
- Fc1ccc(C2CC(c3cccs3)=NN2C(=S)Nc2ccccc2)cc1 (stereo unspecified)
 : /, -1.0, 2.0, /, -3.6, 21.3, -2.0, -1.0, -0.2
- Brc1ccc(-c2c[n+]3c(n2-c2ccccc2)SCC3)cc1
 : 4.1, 1.6, 0.6, 1.1, -3.0, -16.1, 0.2, -0.6, /
- O=C(CCNC(=O)c1ccc(Br)o1)NCc1ccccc1Cl
 : -0.3, 0.1, -1.0, /, -1.1, -1.4, -0.3, 0.1, 1.1
- CC(C)n1c(=O)n(CC(=O)NCC2CCCO2)c(=O)c2c3c(sc21)COC(C)(C)C3 (stereo unspecified)
 : 0.5, 4.5, 2.6, 1.1, 0.2, 10.3, -3.6, -6.2, 4.4
- N#Cc1c(-c2cccc(Cl)c2)[nH]c(=S)[nH]c1=O
 : /, -1.3, 1.3, 1.0, -1.5, 15.5, 0.2, -0.2, -1.1
- COc1ccc(C(=O)Nc2ccccc2C(=O)N2CCOCC2)cc1OC
 : 0.3, 4.7, -1.9, -2.3, -3.9, 7.4, 1.0, i, 0.0
- CC12CCC(=O)C=C1CCC1C2C(O)CC2(C)C1CCC2(O)C(=O)COC(=O)CCC1CCCC1 (stereo unspecified)
 : -0.4, -0.8, -1.2, /, -2.7, 1.4, /, -0.5, /
- COC(=O)C1=C(c2ccc(F)cc2OCc2ccccc2)C[C@@H]2CC[C@H]1N2C(=O)NCc1ccccc1Br
 : -2.8, 0.7, -0.4, 0.5, -1.8, 1.7, -2.4, 0.3, 0.1
- CCN(CC)CCCNC(=S)N(CCO)Cc1cc2cc3c(cc2[nH]c1=O)OCO3
 : 0.4, 7.3, 13.2, 1.5, 0.5, 10.3, -0.3, i, 1.3
- COc1cc(/C=N/n2nnnc2N)ccc1O
 : 1.3, -0.2, 2.3, /, -0.9, 43.6*, -0.1, -0.3, 0.4
- CCN1CCN(CC(=O)Nc2cccc(C)c2)C(=O)C1=O
 : -0.2, 5.9, -1.7, 2.2, -4.0, 4.3, -0.4, -0.3, -1.4
- Cc1cc([N+](=O)[O-])ccc1NC(=S)NC(=O)C(c1ccccc1)c1ccccc1
 : 2.3, -10.1, -1.1, /, -3.3, 8.3, -3.5, i, -0.3
- O=C1c2ccccc2C(O)N1c1ccccc1 (stereo unspecified)
 : 0.3, -2.9, 0.9, -0.3, -1.8, 5.4, 1.0, -1.0, 0.2
- O=C(Nc1ccccc1Cl)NC1(C(=O)NCC2CCCO2)CCCCC1 (stereo unspecified)
 : /, 0.0, -1.0, 0.5, -1.6, -5.2, 0.7, -0.7, -0.9
- Cc1nc2ccc(C(=O)c3ccccc3)cc2[nH]1
 : 0.0, 4.5, -2.2, /, -2.6, -6.3, -0.6, -3.2, -0.6
- CCC(=O)CCC(=O)c1ccc2ccccc2c1
 : /, -0.5, 5.6, /, -2.6, 0.7, 1.1, -0.2, 0.9
- C#CCOCCOCCOCCNc1nc(N2CCN(C(=O)[C@H](CCCCN)n3cc(CN)nn3)CC2)nc(N2CCN(C(=O)[C@H](CO)n3cc([C@@H](N)C(C)C)nn3)CC2)n1
 : -0.8, -8.9, 5.4, 0.3, -1.9, 3.9, 0.0, -0.6, -0.2
- Cc1sc2ncnc(NCc3cccs3)c2c1C
 : 1.0, 5.3, 1.1, /, -1.4, 0.5, -2.5, -0.5, 7.9
- CCN1CCN(C(=O)CN(C)S(=O)(=O)c2ccc3ccccc3c2)CC1
 : /, 5.7, 1.2, -0.8, -1.6, 11.5, -0.2, 0.2, -0.8
- O=C(Nc1ccccn1)c1cc(-c2ccc(Cl)s2)nc2ccccc12
 : -1.4, -9.3, 21.7, -0.5, -4.8, 4.7, -1.2, i, 0.0
- CCCCOc1ccc(-c2cc(C(F)(F)F)c(C#N)c(SCC(=O)O)n2)cc1
 : /, 21.9, 7.8, 0.2, -6.1, 2.9, 3.5, i, -0.4

Sorted by SMILES length (descending): three of the compounds above
Results follow in this order: Mtb BioA inh, Y pestis TopoI, FBA Mtb inh, TcdB GH inh, FadD28 binding, GDH-TPI counter, Mtb UGM inh, BH1578 lux ind, PfHsp40 rescue
- COc1ccc(C(=O)Nc2ccccc2C(=O)N2CCOCC2)cc1OC
 : 0.3, 4.7, -1.9, -2.3, -3.9, 7.4, 1.0, i, 0.0
- N#Cc1c(-c2cccc(Cl)c2)[nH]c(=S)[nH]c1=O
 : /, -1.3, 1.3, 1.0, -1.5, 15.5, 0.2, -0.2, -1.1
- Cc1nc2ccc(C(=O)c3ccccc3)cc2[nH]1
 : 0.0, 4.5, -2.2, /, -2.6, -6.3, -0.6, -3.2, -0.6

Remaining list, next part
Results follow in this order: Mtb BioA inh, Y pestis TopoI, FBA Mtb inh, TcdB GH inh, FadD28 binding, GDH-TPI counter, Mtb UGM inh, BH1578 lux ind, PfHsp40 rescue
- CN(C)C(CNC(=O)C1CCN(S(=O)(=O)c2cccc(C(F)(F)F)c2)CC1)c1ccccc1 (stereo unspecified)
 : 0.5, 11.6, 2.5, 3.1, /, 0.4, 0.9, -0.3, 0.6
- CN(Cc1cnn(-c2ccccc2)c1)C(=O)C1CCC(=O)N(C2CC2)C1 (stereo unspecified)
 : 0.2, 4.7, 4.4, -1.8, -2.3, -4.1, 2.2, 1.4, 0.1
- O=C(O)CNC(=S)N(Cc1ccc(F)cc1)C1CCCCC1
 : /, -0.7, 7.2, 1.2, -1.9, -3.3, 0.8, 5.9, -0.4
- CC(=O)c1cccc(NC(=S)NNC(=O)c2ccco2)c1
 : /, -0.9, 0.7, 0.3, -1.8, 2.6, 0.5, -0.1, -0.6
- CCS(=O)(=O)c1ccc(-c2csc(-c3ccccc3Cl)n2)c(Cl)c1Cl
 : -0.5, -3.3, 5.3, /, 0.3, 8.1, 1.8, 0.6, -0.8
- COC(=O)c1cc(S(=O)(=O)Nc2cccc(-c3ccno3)c2)c[nH]1
 : 26.0, 0.9, -1.0, 1.8, -3.1, 10.7, /, 0.6, /
- Cc1cc(NC(=S)Nc2ccccc2)ccc1Br
 : /, -0.4, 1.8, 0.7, 0.3, 14.2, 3.0, 1.1, -0.4
- O=C(CCCC(=O)N(CC(=O)NC1CCCCC1)CC1CCCO1)Nc1ccccn1 (stereo unspecified)
 : -2.6, -2.0, -2.9, /, -1.8, 3.1, -1.8, /, -0.5
- O=C(O)CCN1C(=O)/C(=C\c2cccc(Oc3ccccc3)c2)SC1=S
 : 6.6, 20.9, -4.1, 1.7, -2.8, 19.0, 0.3, i, 1.5
- CCOC(=O)[C@H]1[C@H]2COc3ccc(C)cc3[C@@H]2N2C(=O)CN(Cc3ccccc3)C(=O)[C@@]12C
 : -1.5, 14.5, -1.5, 0.5, -1.2, 1.4, 1.2, -0.7, 0.1
- Cc1ccc(S(=O)(=O)NNC(=O)C2COc3ccccc3O2)cc1 (stereo unspecified)
 : -1.1, 4.9, 0.5, /, 0.0, 4.7, 1.8, i, -1.3
- Nc1nc(NC(=O)c2ccc(F)cc2)ns1
 : -2.3, -3.7, 2.4, 0.0, -0.6, 2.6, -0.6, i, -1.2
- O=C(NC(=S)NCCc1ccccc1)C1CCCCC1
 : -0.5, 13.3, -3.1, -2.9, -1.8, 12.4, 2.3, -1.6, 3.7
- CCOC(=O)Cn1cc(/C=N/NC(=O)c2ccc(C#N)cc2F)c2ccccc21
 : 0.0, 2.1, -0.8, /, 0.4, 33.8*, 2.3, 2.8, 1.0
- FC(F)(F)c1cccc(-c2cc3nc(NCCOc4ccccc4)ccn3n2)c1
 : -1.4, -6.2, 15.7, 2.1, -1.0, 14.7, /, i, /

One compound at a time, as listed above. Values in the order: Mtb BioA inh | Y pestis TopoI | FBA Mtb inh | TcdB GH inh | FadD28 binding | GDH-TPI counter | Mtb UGM inh | BH1578 lux ind | PfHsp40 rescue
O=C(O)CNC(=S)N(Cc1ccc(F)cc1)C1CCCCC1 as listed: / | -0.7 | 7.2 | 1.2 | -1.9 | -3.3 | 0.8 | 5.9 | -0.4
CN(Cc1cnn(-c2ccccc2)c1)C(=O)C1CCC(=O)N(C2CC2)C1 (stereo unspecified) as listed: 0.2 | 4.7 | 4.4 | -1.8 | -2.3 | -4.1 | 2.2 | 1.4 | 0.1
Nc1nc(NC(=O)c2ccc(F)cc2)ns1 as listed: -2.3 | -3.7 | 2.4 | 0.0 | -0.6 | 2.6 | -0.6 | i | -1.2
FC(F)(F)c1cccc(-c2cc3nc(NCCOc4ccccc4)ccn3n2)c1 as listed: -1.4 | -6.2 | 15.7 | 2.1 | -1.0 | 14.7 | / | i | /
CN(C)C(CNC(=O)C1CCN(S(=O)(=O)c2cccc(C(F)(F)F)c2)CC1)c1ccccc1 (stereo unspecified) as listed: 0.5 | 11.6 | 2.5 | 3.1 | / | 0.4 | 0.9 | -0.3 | 0.6

Additional compounds follow.
Results follow in this order: Mtb BioA inh, Y pestis TopoI, FBA Mtb inh, TcdB GH inh, FadD28 binding, GDH-TPI counter, Mtb UGM inh, BH1578 lux ind, PfHsp40 rescue
- C=CCNC(=S)NNC(=O)COc1cccc(Cl)c1
 : /, 6.3, 1.4, 2.3, 0.6, -5.5, -0.4, -0.5, 1.7
- COc1ccc(CNC(=O)CNC(=O)CNS(=O)(=O)c2ccc(C)c(C)c2)cc1
 : 5.8, 8.6, 0.5, 1.4, -1.3, -3.0, -3.4, -1.3, 0.7
- CCCCCCc1nnc(NC(=O)OCC)s1
 : 1.7, -7.2, -1.2, /, -2.4, -2.4, 0.0, -0.1, -0.5
- CCN1CCc2c(sc(NC(=O)c3ccc(S(=O)(=O)N(C)c4ccccc4)cc3)c2C(=O)NC)C1
 : -1.5, 5.7, 1.3, /, 1.2, 0.0, 0.8, -0.4, 0.5
- COc1ccccc1NC(=O)c1c[nH]c2ccccc12
 : 10.0, -0.8, -1.5, 4.4, -2.0, -0.7, -2.1, -1.4, 0.9
- COC(=O)c1oc2ccccc2c1NC(=O)CN1CCCC1
 : /, -7.9, 2.1, /, -2.5, -1.6, 0.5, 1.5, -2.2
- COC(=O)C1(C(=O)O)Cc2cc([N+](=O)[O-])ccc2N2CCCC21 (stereo unspecified)
 : /, 3.2, -22.9, 0.1, 0.3, 6.0, 2.1, -0.5, 2.6
